# All columns: NCI-60 one-dose screen, growth in % after 48 h at 10 µM unless noted; 100 = growth as untreated, 0 = no growth, -100 = all killed.
# T-47D – T-47D breast cancer; 79,000 compounds, 5% hits; AID 1794792
# HS 578T – HS 578T breast cancer; 78,000 compounds, 4.1% hits
# LOX IMVI – LOX IMVI melanoma; 79,000 compounds, 7.4% hits; AID 1794757
# MCF7 – MCF7 breast cancer; AID 1794796; 82,000 compounds, 6.3% hits
# MALME-3M – MALME-3M melanoma. 78,000 compounds, 5.8% hits. AID 1794766
# MDA-MB-468 – MDA-MB-468 breast cancer. 78,000 compounds, 8.5% hits
# BT-549 – BT-549 breast cancer. 78,000 compounds, 4.4% hits
# MDA-MB-231 – MDA-MB-231 breast cancer; 81,000 compounds, 5% hits; AID 1794789
# * hit, by the source's call; . = not tested or not shown; & = joins results of further samples; [ ] = remark or other dose. The calls were made as follows: active = growth percent below 10; inactive = the rest. Not a hit list. About 12% of those tested had a hit in this group.
Molecule,T-47D,HS 578T,LOX IMVI,MCF7,MALME-3M,MDA-MB-468,BT-549,MDA-MB-231
Cc1ncc(C(=O)Nc2ccc(CN3CCN(C)CC3)c(C(F)(F)F)c2)cc1C#Cc1cnc(NC2CC2)c2ncccc12,.,43,-81*,-77*,-88*,32,-92*,-97*
O=C(NOCc1cscn1)Nc1ccccc1,99,106,96,101,107,102,96,114
Oc1cccc2ccc(-c3nnc(SCc4ccc(O)c5ncccc45)n3-c3ccccc3)nc12,9.6*,18,5.5*,6.1*,-3.5*,6.6*,26,30
COc1ccc(-c2oc(-c3ccc(OC)cc3)c3ccccc23)cc1,72,95,98,89,103,96,81,89
COc1cc(C=O)ccc1OCCOc1ccc(/C=N/NC(=O)Cn2c(-c3ccc(C)o3)nc3ccccc32)cc1OC,91,98,99,97,104,103,105,93
C#CCOc1ccc(C(Nc2ccc(F)cc2)c2nnnn2C2CCCCC2)cc1OC (stereo unspecified),104,99,108,91,96,90,96,97
N[C@@H]1CCC[C@H]1NCCCCN1C(=O)c2cccc3cccc(c23)C1=O,86,72,24,70,116,54,79,58
Cc1cccc(N2CCN(C3=C(Cl)C(=O)c4ncccc4C3=O)CC2)c1,-40*,71,24,5.9*,24,-67*,98,85
O=C(N/N=C/c1ccccc1Cl)c1ccc(Br)o1,107,120,97,89,135,85,101,105
COc1ccc(C(O)c2cc3c(N)c(C(=O)Nc4cccc5ccccc45)sc3nc2C)cc1 (stereo unspecified),44,-9.1*,19,11,28,24,8.1*,14
COc1ccc(Cc2noc(=O)[nH]2)cc1,103,108,101,100,110,110,106,102
O=C1c2cc(S(=O)(=O)O)ccc2C(=O)c2c1cccc2[N+](=O)[O-],103,106,103,101,111,114,98,112
CC1=CC(C)=Nn2c(nc3sc4c(c3c2=O)CCN(C)C4)N1c1ccc(Cl)cc1,89,104,89,90,92,103,94,97
O=[N+]([O-])C1CC2C=CC1C2 (stereo unspecified),93,98,96,92,.,99,97,111
Cc1nc(NC(C)C(=O)O)c2ccccc2n1 (stereo unspecified),100,99,106,103,100,98,108,109
CC(C)(C)c1cc(NCc2cccnc2)n(-c2ccccc2)n1,99,100,98,92,113,93,128,92
C=C(C)[C@@H]1CC[C@]2(C(=O)O)CC[C@]3(C)[C@H](CC[C@@H]4[C@@]5(C)CC[C@H](OC(=O)C(Cl)Cl)C(C)(C)[C@@H]5CC[C@]43C)[C@@H]12,48,84,72,40,102,51,83,81
CCOC(=O)c1csc(NC(=O)c2ccc(NCc3ccccc3)c([N+](=O)[O-])c2)n1,101,94,98,98,98,98,93,101
CCOc1ccc([C@@H]2[C@@H](Oc3ccccc3)C(=O)N2c2cc(OC)c(OC)c(OC)c2)cc1,92,35,27,17,72,29,-18*,10
COc1cc(-c2nn(-c3cccc(NC(=O)NCCNC(=O)c4ccccc4)c3)cc2-c2ccncc2)ccc1Cl,-7.5*,31,2.5*,6.0*,-9.9*,12,-7.0*,26
Cc1ccc(C2CC(c3ccc(Nc4nc(NCCO)nc(N5CCOCC5)n4)cc3)=Nc3c(N)nc(N)nc3N2)cc1 (stereo unspecified),79,76,71,53,.,82,77,75
COc1cc2ncnc(Nc3ccc4c(cnn4C(=O)Nc4ccccc4)c3)c2cc1OC,78,102,93,60,86,52,83,112
Cc1cc(C)nc(SCC(=O)Nc2ccc(-c3nc4ccc([N+](=O)[O-])cc4[nH]3)cc2)n1,95,106,73,91,97,98,88,85
CNC(=O)Nc1ccn([C@@H]2O[C@H](CO)C(O[Si](C)(C)C(C)(C)C)[C@@H]2O[Si](C)(C)C(C)(C)C)c(=O)n1 (stereo partly specified),60,90,52,47,64,.,81,72
CN1C(=O)CN2CCc3ccccc3C2c2cc(Cl)ccc21 (stereo unspecified),104,-5.5*,95,85,94,115,100,94
Cc1cccc(Nc2cc(N)nc(N)n2)c1,95,102,96,94,101,96,100,100
c1ccc(-c2cc(=[N+]3CCOCC3)c3ccccc3o2)cc1,90,102,95,71,115,94,102,100
CCCn1c2cc(OCc3cn(-c4ccc(Cl)cc4)nn3)ccc2c2ccnc(C)c21,52,75,65,73,99,39,87,65
Cc1ccc(C2CC2Cc2ccc(F)cc2)cc1 (stereo unspecified),98,120,98,93,109,99,99,103
CC1CCC(C(O)(C(=O)c2ccccc2)c2ccccc2)C(=O)C1 (stereo unspecified),97,97,102,113,127,.,92,130

# Limited to HS 578T and MDA-MB-231 (2 entries from above):
SMILES	HS 578T	MDA-MB-231
O=[N+]([O-])C1CC2C=CC1C2 (stereo unspecified)	98	111
c1ccc(-c2cc(=[N+]3CCOCC3)c3ccccc3o2)cc1	102	100

# Single records, as listed above. Order of values: T-47D, HS 578T, LOX IMVI, MCF7, MALME-3M, MDA-MB-468, BT-549, MDA-MB-231
# N[C@@H]1CCC[C@H]1NCCCCN1C(=O)c2cccc3cccc(c23)C1=O as listed: 86, 72, 24, 70, 116, 54, 79, 58
# CC1=CC(C)=Nn2c(nc3sc4c(c3c2=O)CCN(C)C4)N1c1ccc(Cl)cc1 as listed: 89, 104, 89, 90, 92, 103, 94, 97
# c1ccc(-c2cc(=[N+]3CCOCC3)c3ccccc3o2)cc1 as listed: 90, 102, 95, 71, 115, 94, 102, 100
# O=C(NOCc1cscn1)Nc1ccccc1 as listed: 99, 106, 96, 101, 107, 102, 96, 114
# Cc1cccc(N2CCN(C3=C(Cl)C(=O)c4ncccc4C3=O)CC2)c1 as listed: -40*, 71, 24, 5.9*, 24, -67*, 98, 85

# Compounds from the list above that contain a thiophene ring, fused or not (2):
Molecule,T-47D,HS 578T,LOX IMVI,MCF7,MALME-3M,MDA-MB-468,BT-549,MDA-MB-231
COc1ccc(C(O)c2cc3c(N)c(C(=O)Nc4cccc5ccccc45)sc3nc2C)cc1 (stereo unspecified),44,-9.1*,19,11,28,24,8.1*,14
CC1=CC(C)=Nn2c(nc3sc4c(c3c2=O)CCN(C)C4)N1c1ccc(Cl)cc1,89,104,89,90,92,103,94,97

# (listing goes on)
Molecule,T-47D,HS 578T,LOX IMVI,MCF7,MALME-3M,MDA-MB-468,BT-549,MDA-MB-231
CC1(c2ccccc2O)NNC(=NCC(=O)c2ccccc2)N1C(Cc1c[nH]c2ccccc12)C(=O)O (stereo unspecified),55,87,83,82,103,82,80,65
Brc1ccc2[nH]c(-c3cn(Cc4ccccc4)c4ncccc34)nc2n1,62,103,99,66,96,91,.,90
O=C(CN1CCN(c2ccccc2)CC1)N1CCN(c2nnc(-c3ccc(Cl)cc3)c(-c3ccc(Cl)cc3)n2)CC1,36,78,65,33,126,79,46,76
O=C(c1ccccc1)[C@H]1[C@@H]2CCCN2[C@]2(C(=O)Nc3ccc(F)cc32)[C@]12C(=O)Nc1ccccc12,66,96,91,82,125,96,92,75
COC1=C(C)C(=O)c2c(c(CCO)c3n2CCC3)C1=O,93,108,105,90,134,102,106,.
O=C(Nc1ccccc1Cl)c1ccc(NC2=C(Cl)C(=O)N(C3CCCCC3)C2=O)cc1,39[30 µM],-0.3*[30 µM],24[30 µM],35[30 µM],81[30 µM],.,60[30 µM],85[30 µM]
Oc1ccc(C(c2ccc(O)cc2)C(c2ccc(O)cc2)c2ccc(O)cc2)cc1,87,82,80,102,96,91,104,104
Cc1cccnc1NC1OC(=O)c2ccccc21 (stereo unspecified),94,138,95,102,94,103,98,115
Cn1c2ccccc2c2c3c(c4c5ccc(Br)cc5oc4c21)C(=O)NC3=O,63,103,91,55,94,81,94,71
Cc1ccc(-c2cc3c(nn2)-c2ccccc2C3=O)cc1,69,69,.,64,75,58,74,47
COc1cccc(N2CCN(C3=C(Cl)C(=O)c4ncccc4C3=O)CC2)c1,-48*,84,29,19,62,-64*,105,85
Cc1ccc(S(=O)(=O)NCCCNc2nccc(-c3cn(C(C)(C)C)nc3-c3ccc(Cl)c(O)c3)n2)cc1,70,91,92,93,94,88,86,94
CC(C)CCn1cnc2c(=S)nc(N)[nH]c21,98,103,99,99,104,93,99,94
FCOC(C(F)(F)F)C(F)(F)F,98,107,101,101,92,108,103,120
CC(=O)NC(CCCCNC(=O)CSCCNC(=O)CCNC(=O)[C@H](O)C(C)(C)COP(=O)(O)OP(=O)(O)OC[C@H]1O[C@@H](n2cnc3c(N)ncnc32)[C@H](O)[C@@H]1OP(=O)(O)O)C(=O)NC(Cc1ccc(O)cc1)C(=O)NCC(=O)NC(CCCNC(=N)N)C(=O)NC(CCCCN)C(=O)NC(CCCCN)C(=O)NC(CCCNC(=N)N)C(=O)NC(CCCNC(=N)N)C(=O)NC(CCC(N)=O)C(=O)NC(CCCNC(=N)N)C(=O)NC(CCCNC(=N)N)C(=O)NC(CCCNC(=N)N)C(=O)O (stereo partly specified),104[2.5 µM],141[2.5 µM],100[2.5 µM],109[2.5 µM],108[2.5 µM],112[2.5 µM],110[2.5 µM],104[2.5 µM]
c1ccc(CC2=NCCc3ccccc32)cc1,94,.,91,105,87,95,108,84
CN1C(=O)C(C2Sc3ccccc3NC2=O)SC1=S (stereo unspecified),85,86,87,181,85,129,90,84
CC(CCC(=O)O)C1CCC2C3C(O)CC4CC(O)CCC4(C)C3CC(O)C12C (stereo unspecified) (tested in a mixture with another compound),98,108,96,96,106,106,96,110
CCC(CC)C1OC(=O)C(C)O1 (stereo unspecified),104,.,105,99,110,93,99,126
CCCCCNC(=O)c1ccc(C)cc1,88,106,106,102,105,111,98,106
O=C(OCCCCBr)c1ccccc1,108,99,100,87,121,100,106,102
COc1cc2c(cc1OC)C(c1c(-c3c(Cl)cccc3Cl)noc1C)=NCC2,87,115,87,100,98,94,100,85
Nc1ccc(O)c(O)c1O,113,103,90,96,.,89,100,101
O=C(Nc1c(Cl)cccc1Cl)Oc1ccc(Cl)cc1,103,119,.,94,111,103,101,118
Cc1cccc[n+]1C,104&93,118&90,104&103,104&99,124&103,104&92,119&106,95&102

# An excerpt from above in order of molecular weight, smallest number first.
Molecule,T-47D,HS 578T,LOX IMVI,MCF7,MALME-3M,MDA-MB-468,BT-549,MDA-MB-231
Cc1cccnc1NC1OC(=O)c2ccccc21 (stereo unspecified),94,138,95,102,94,103,98,115
Cc1ccc(-c2cc3c(nn2)-c2ccccc2C3=O)cc1,69,69,.,64,75,58,74,47
CC1(c2ccccc2O)NNC(=NCC(=O)c2ccccc2)N1C(Cc1c[nH]c2ccccc12)C(=O)O (stereo unspecified),55,87,83,82,103,82,80,65

# From PubChem
